Source: PubChem BioAssay (several laboratories)
CSN inh – CSN deneddylation inhibition | inhibition, % at 12.5 µM | Q92905 | Purified CSN, SCF-Nedd8-OG deneddylation, fluorescence polarization | 360,000 compounds, 0.38% hits;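 active means pattern-corrected inhibition above about 35%, with an unprinted fluorescence ratio check between 0.5 and 1.5, limit read from the data, passing the limit was not always enough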;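 further: 0% = enzyme with substrate and 100% = substrate without enzyme; some results filed as inactive read as strong as hits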
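Material: purified human Csn5 enzyme expressed in HEK293T cells / Medium: Tris buffer pH 7.5, NaCl, DTT, Tween-20, trehalose, ovalbumin / Compound dosing: 12.5 µM single point / Schedule: 90 min incubation of compound, enzyme and substrate at room temperature / Signal: fluorescence polarization of the substrate / Control set: no-enzyme wells high, enzyme-with-substrate wells low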
STEP inh – inhibitors of human striatal-enriched phosphatase STEP; P54829; recombinant STEP, OMFP fluorogenic substrate, fluorescence; inhibition, % at 20 µM; 360,000 compounds, 0.25% hits;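 active means inhibition at 20 µM, scaled per plate between control wells, above about 37%, limit read from the data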;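 further: 0% = DMSO with enzyme and substrate and 100% = substrate only without enzyme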
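Assay system: isolated STEP enzyme. Buffer or medium: pH 6.0 Bis-Tris with DTT and Tween 20. Also added: fluorogenic phosphatase substrate OMFP at 25 µM final. Dosing: 20 µM, 1% DMSO. Timing: 20 min reaction, room temperature, in the dark. Measured by: fluorescence intensity, excitation 480 nm, emission 540 nm. Evaluation: normalized % inhibition.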
MsrA inh – inhibitors of bovine MsrA; purified bovine MsrA, absorbance read-out; inhibition, % at 15.5 µM; 360,000 compounds, 0.75% hits; AID 651718; in the data active means inhibition above about 4.5%;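 further: 0% = vehicle wells with enzyme and 100% = reference inhibitor wells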
LMPTP block – LMPTP (human) inhibition; inhibition, % at 20 µM; recombinant LMPTP-A, OMFP fluorogenic substrate, fluorescence intensity; 360,000 compounds, 0.22% hits;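 active means compounds that cut the enzyme signal by at least half of the control window in the single-dose screen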;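 further: plate controls were DMSO wells with enzyme plus substrate for no effect and substrate without enzyme for full effect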
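Test system: LMPTP-A, protein tyrosine phosphatase of low molecular weight; Input: 0.625 nM enzyme; Incubation: 50 min dark incubation at room temperature; Signal: endpoint fluorescence intensity from OMFP dephosphorylation; Read-out basis: % inhibition versus control wells.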
Tb MetRS inh – blocks T. brucei methionyl-tRNA synthetase activity; purified T. brucei MetRS, ATP depletion, Kinase-Glo luminescence; inhibition, % at 11.9 µM; 360,000 compounds, 0.4% hits; AID 624268;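 active means inhibition above a per-plate cutoff of the control wells' mean inhibition plus 3 SD, cut at about 5.5% in these data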;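 further: 0% = DMSO wells median and 100% = median of wells with control inhibitor compound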
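Test system: purified T. brucei MetRS enzyme. Also added: ATP, methionine and E. coli bulk tRNA substrates. Compound: 11.9 µM single point. Schedule: 15 min enzyme-compound preincubation, 2 h reaction, 10 min detection, 25 °C. Signal: luciferase luminescence of residual ATP, Kinase-Glo. Evaluation: percent inhibition versus plate control medians. Controls: DMSO wells, low control.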
DNMT1 block – blocks human DNA methyltransferase DNMT1; inhibition (reported as % activation of signal), % at 10 µM; DNMT1 molecular beacon, Hinp1I cleavage, fluorescence; P26358; 360,000 compounds, 0.83% hits; in the data active means inhibition above about 50%
Target sequence (P26358 504-1616 limits assumed): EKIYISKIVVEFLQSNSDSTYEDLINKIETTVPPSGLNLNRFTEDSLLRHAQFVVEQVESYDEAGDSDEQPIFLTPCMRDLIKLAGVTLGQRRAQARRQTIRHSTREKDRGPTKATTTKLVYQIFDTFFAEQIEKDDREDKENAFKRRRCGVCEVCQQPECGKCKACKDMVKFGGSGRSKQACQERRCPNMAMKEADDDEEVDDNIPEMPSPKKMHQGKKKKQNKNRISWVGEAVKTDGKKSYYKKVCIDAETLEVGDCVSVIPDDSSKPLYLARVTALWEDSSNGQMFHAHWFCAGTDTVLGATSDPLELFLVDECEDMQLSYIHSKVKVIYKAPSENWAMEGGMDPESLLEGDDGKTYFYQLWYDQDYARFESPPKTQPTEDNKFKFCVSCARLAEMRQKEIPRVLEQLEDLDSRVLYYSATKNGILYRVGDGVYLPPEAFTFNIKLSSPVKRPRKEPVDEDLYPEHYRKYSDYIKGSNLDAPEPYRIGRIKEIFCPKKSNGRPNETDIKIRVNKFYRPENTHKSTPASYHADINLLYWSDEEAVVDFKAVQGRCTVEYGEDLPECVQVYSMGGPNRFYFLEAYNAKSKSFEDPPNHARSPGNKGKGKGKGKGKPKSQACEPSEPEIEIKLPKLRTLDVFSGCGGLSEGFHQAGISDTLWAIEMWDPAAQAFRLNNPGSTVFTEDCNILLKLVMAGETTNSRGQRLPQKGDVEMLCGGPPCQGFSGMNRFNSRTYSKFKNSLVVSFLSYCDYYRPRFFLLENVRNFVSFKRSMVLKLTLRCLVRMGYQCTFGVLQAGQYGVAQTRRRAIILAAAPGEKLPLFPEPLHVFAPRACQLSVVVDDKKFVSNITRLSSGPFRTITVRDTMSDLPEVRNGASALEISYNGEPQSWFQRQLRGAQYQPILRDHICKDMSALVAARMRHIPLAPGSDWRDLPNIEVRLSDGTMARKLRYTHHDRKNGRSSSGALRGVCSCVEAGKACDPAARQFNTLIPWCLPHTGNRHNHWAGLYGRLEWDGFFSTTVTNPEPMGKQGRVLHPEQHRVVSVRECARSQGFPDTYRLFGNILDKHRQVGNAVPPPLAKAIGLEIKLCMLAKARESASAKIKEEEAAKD
Rpn11 inh – inhibitors of human proteasome Rpn11; 360,000 compounds, 0.59% hits; calls only at 20 µM; human 26S proteasome, Ub4-pepOG fluorescence polarization; 20S core pre-blocked with epoxomicin; O00487;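 active means inhibition at 20 µM, scaled to each plate's controls, above about 33%, limit read from the data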
SUMO1-SIM PPI – modulators of human SUMO1-mediated protein-protein interactions. SUMO1 binding to a labelled peptide, TR-FRET, 1 h. inhibition, % at 20 µM. 360,000 compounds, 0.33% hits. AID 602429. P63165; in the data active means inhibition above about 37%
NadD block – inhibitors of Staphylococcus aureus NadD | inhibition, % at 20 µM | purified NadD enzyme, colorimetric absorbance read-out | 360,000 compounds, 0.78% hits | AID 602399; in the data active means inhibition above about 26%; further: some compounds past the cut are filed as inactive
Scp1 inh – Scp-1 (human) phosphatase inhibition | Q9GZU7 | Recombinant Scp1, phosphopeptide, malachite green phosphate absorbance | inhibition, % at 20 µM | 340,000 compounds, 0.88% hits | AID 493091;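 active means inhibition above about 50% at 20 µM, limit read from the data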;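 further: plate controls were DMSO wells with enzyme for no effect and wells lacking enzyme for full effect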
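Incubation: 45 min enzyme reaction at room temperature / System: truncated SCP-1 phosphatase (76-261aa) / Reagent: Phospho 17-mer peptide substrate / Buffer or medium: Acidic Tris acetate buffer with magnesium and detergent / Signal: absorbance at 630 nm / Doses: one concentration, 20 µM, with 1.0% DMSO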
Starred values were filed as active, the others as inactive; i = inactive; x = no result given. Rows are unselected; about 3.9% have a hit in one of these screens.

Start of the listing, in advance, 4 compounds:
SMILES	CSN inh	STEP inh	MsrA inh	LMPTP block	Tb MetRS inh	DNMT1 block	Rpn11 inh	SUMO1-SIM PPI	NadD block	Scp1 inh
COc1ccccc1NS(=O)(=O)c1cccc(C(=O)NCc2ccco2)c1	-6	-1	-0.3	-1.3	0.1	0	i	-4	-5	-7
CCOc1ccccc1C(=O)N(Cc1ccccc1)Cc1cc2cc3c(cc2[nH]c1=O)OCCO3	-1	3	0.2	0.3	-1.2	17	i	-4	13	-8
CCOC(=O)N1CCN(S(=O)(=O)c2ccc3c(c2)SC(C)C(=O)N3)CC1 (stereo not drawn)	-1	2	1.4	0.5	0.0	0	i	1	-6	-9
CCCNC(=O)C1(C)CCN1C(=O)C1(c2ccccc2)CC1 (stereo not drawn)	1	0	-0.7	0.3	-0.2	-1	i	8	2	x

The whole of this part, from the first entry:
SMILES	CSN inh	STEP inh	MsrA inh	LMPTP block	Tb MetRS inh	DNMT1 block	Rpn11 inh	SUMO1-SIM PPI	NadD block	Scp1 inh
COc1ccccc1NS(=O)(=O)c1cccc(C(=O)NCc2ccco2)c1	-6	-1	-0.3	-1.3	0.1	0	i	-4	-5	-7
CCOc1ccccc1C(=O)N(Cc1ccccc1)Cc1cc2cc3c(cc2[nH]c1=O)OCCO3	-1	3	0.2	0.3	-1.2	17	i	-4	13	-8
CCOC(=O)N1CCN(S(=O)(=O)c2ccc3c(c2)SC(C)C(=O)N3)CC1 (stereo not drawn)	-1	2	1.4	0.5	0.0	0	i	1	-6	-9
CCCNC(=O)C1(C)CCN1C(=O)C1(c2ccccc2)CC1 (stereo not drawn)	1	0	-0.7	0.3	-0.2	-1	i	8	2	x
COc1ccc(-c2ccc3c(c2)[C@@H]2C[C@H](N(C)S(=O)(=O)c4ccccc4)[C@H]([C@H](C)O)C(=O)N2CC3)cc1	-5	2	-1.1	1.2	-0.5	-4	i	2	10	-17
COc1ccc(C2OCC3(CO2)SC(N)=NC3=O)cc1 (stereo not drawn)	4	0	-0.2	-2.2	0.0	0	i	0	0	-13
COc1cc(OC)cc(C(=O)OCC(=O)N2CCCC2)c1	2	0	0.0	-0.9	-0.2	0	i	2	9	3
CCCn1c(C)nc2c(c1=O)c1nc3ccccc3nc1n2-c1ccccc1	-2	-1	-0.2	-0.6	-1.1	-2	i	-7	1	-13
COc1ccc(OC)c(NC(=S)N2CCN(C(=O)C3CCCO3)CC2)c1 (stereo not drawn)	2	5	0.0	0.2	-0.3	0	i	3	1	1
CCc1nnc(NC(=O)CN2CCN(Cc3cccc(F)c3)CC2)s1	-3	-3	0.0	-0.8	-0.9	0	i	-2	-4	0
CC(C)(C)OC(=O)N1CCC(CNC(=O)c2ccccc2)CC1	0	0	0.3	-0.6	-0.7	5	i	-3	0	-3
COc1cc(/C=C/C(=O)OCC(=O)c2c(N)n(C)c(=O)n(C)c2=O)ccc1O	-4	-1	2.6	-1.8	-0.8	1	i	-3	2	-4
Cc1cnccc1NC(=O)c1cccs1	1	-3	-0.6	-1.2	0.0	0	i	1	4	-3
CN(C)S(=O)(=O)c1ccc(C(=O)NCc2cccs2)cc1	-7	3	-0.8	-1.5	-0.1	1	i	-1	-2	-3
Cc1nc(SCC(=O)NCCc2ccccc2)c2c(=O)n(C)c(=O)n(C)c2n1	-3	1	-0.5	-0.2	-0.2	0	i	3	4	-5
O=C(NCCCn1ccnc1)c1ccc(S(=O)(=O)Nc2ccccc2)cc1	-4	-3	0.3	-5.9	-0.7	-2	i	-2	-5	-7
CC(C)CC(NC(=O)C1CCCN1C(=O)[C@@H](C)NC(=O)OCc1ccccc1)C(=O)NCC(N)=O (stereo partly drawn)	1	-1	0.7	-0.8	-0.7	3	i	-1	1	-4
Cn1c(NNC(=O)C(c2ccccc2)c2ccccc2)cc(=O)n(C)c1=O	5	-2	-0.7	-0.1	0.4	-2	i	5	-3	-7
C/C(=N/NS(=O)(=O)c1ccc(C)cc1)c1c(O)c2ccccc2oc1=O	2	3	0.9	-0.7	0.5	0	i	7	-3	-7
CCOc1cc(NC(=S)Nc2cccc(OC)c2)c(OCC)cc1NC(=O)C(C)C	5	1	0.4	0.1	-0.3	1	i	-3	0	-21
CC(C)c1ccc(C(C(=O)NC2CCCC2)N(C(=O)c2csnn2)C2CC2)cc1 (stereo not drawn)	-2	1	-1.0	-0.2	-0.2	1	i	5	2	0
Cc1ccc(CN(C)C(=O)CCNC(=O)c2ccc(Cl)cc2)o1	2	1	-0.1	-2.2	-0.1	0	i	-2	3	x
CC(C)=CC(=O)Nc1ccc2c(c1)OCO2	-4	-3	0.9	0.2	-0.8	1	i	1	-1	-5
COc1ccccc1N1CCN(/N=C/c2cc(OC)c(OC)c(OC)c2)CC1	2	1	1.1	-1.9	0.4	0	i	0	5	-8
O=C(Nc1ccc(Cl)cc1Cl)C1CCCO1 (stereo not drawn)	-1	-1	-1.2	-1.2	-1.2	-1	i	-2	-7	-10
CSc1nc2nc(C)c(C/C=C/c3ccccc3)c(=O)n2[nH]1	-4	1	0.0	-0.4	1.3	2	i	9	7	-1
CCCCn1c(N)c(N(CCOC)C(=O)c2ccc3c(c2)C(=O)N(c2ccccc2Cl)C3=O)c(=O)[nH]c1=O	-1	1	-0.5	2.7	0.0	2	i	-27	-3	-8
O=C(COc1ccc(F)cc1Br)NCc1ccccn1	-1	-1	1.8	-2.1	0.6	0	i	1	-2	0
CCCCCCCC/C=C\CCCCCCCC(=O)NCCO	-7	2	-0.5	3.0	-0.9	-4	i	2	-12	-6
COc1cccc(C(=O)/C=C/Nc2ccc(NC(C)=O)cc2)c1	-11	1	2.5	3.0	-0.1	-1	i	-22	-4	-8
Cn1c(CNC(=O)c2ccco2)nnc1SCC(=O)Nc1ccccc1Cl	3	0	-1.2	-1.1	0.0	2	i	5	-3	-3
Cc1ccc(N2CC3=C(C2=O)C(c2ccccc2)NC(=O)N3C)cc1 (stereo not drawn)	3	4	-0.3	-1.3	-1.0	-1	i	3	-3	-10
O=C(COC(=O)c1c[nH]c2ccccc12)Nc1cccc(F)c1	1	0	-0.4	2.6	0.0	0	i	-1	-11	0
CC(=O)N1CCN(c2ccc(NC(=O)c3cccc(F)c3)cc2)CC1	1	-4	1.6	-0.9	-0.2	3	i	5	-2	x
CC(C)CCNc1nnnc2c1sc1nc(N3CCOCC3)c3c(c12)CC(C)(C)SC3	60*	4	-0.4	2.3	-0.2	-11	i	1	24	5
COc1ccc(CCNc2cc(C)nc3c(-c4ccc(Cl)cc4)c(C)nn23)cc1OC	-7	-1	1.4	5.3	-0.4	2	i	6	3	1
COc1cc(-c2nc3ccccc3c(=O)n2N)cc(OC)c1OC	-2	-3	-0.8	-1.0	-0.4	2	i	3	-3	-8
Cc1cccc(OCCOCCSc2ncccn2)c1	-1	-4	0.0	-0.2	-0.6	0	i	0	0	-2
N#CCCN1CCN(C(CNS(=O)(=O)c2ccc(Cl)cc2)c2ccccc2)CC1 (stereo not drawn)	-1	-9	0.8	-1.8	-1.0	1	i	1	-1	0
O=C(COC(=O)c1cccnc1Nc1ccccc1F)NCc1ccc2c(c1)OCO2	1	-2	-0.7	2.1	-0.3	9	i	-1	-7	-8
CCN(CC(=O)Nc1c(F)cccc1F)C(=O)/C=C/c1ccc(OCC#N)c(OC)c1	4	-3	1.9	-0.6	-0.6	-1	i	-10	-4	-2
Cc1cccc(Nc2nc(N)nc(N)c2N=O)c1	-5	3	3.3	-0.2	-0.3	4	i	-28	-6	-10
CCCCNS(=O)(=O)c1ccc(NC(=O)Cc2ccccc2[N+](=O)[O-])cc1	1	-2	0.0	-0.9	-0.3	-3	i	-4	-11	-6
COCCCN1C(=O)C(O)=C(C(=O)c2ccco2)C1c1ccc(Br)cc1 (stereo not drawn)	0	4	2.5	-2.1	-0.2	-2	i	-4	14	-6
Cc1nc(C(=O)NCCO)cc2c1[nH]c1ccccc12	-5	2	0.7	-1.5	-0.8	14	i	15	0	2
Cc1cc(C)nc(-n2nc(C)cc2NC(=O)COC(=O)CCC(=O)c2cccs2)n1	1	-4	1.3	0.2	-0.5	0	i	3	5	-2
CCc1cccc(CC)c1NC(=O)c1ccccc1CCc1ccccc1	-5	4	-0.1	-1.0	-0.4	3	i	-2	1	-10
COc1ccc(OCCCC(=O)OC(C)C(=O)Nc2ccc(NC(C)=O)cc2)cc1 (stereo not drawn)	-1	0	-0.8	0.1	-0.4	-1	i	-4	2	-2
CC(C)(C)NC(=O)c1cnn(-c2ccccc2)c1NC(=O)c1ccccc1	5	-4	-0.2	-0.6	-0.5	1	i	2	-4	-9
O=C(COC(=O)c1ccc[nH]c1=O)Nc1ccc2c(c1)OC(F)(F)O2	1	0	0.3	-1.1	0.8	23	i	4	-2	-5
COc1ccc(-n2c(C)c(C)c3c(NCCO)ncnc32)cc1	-2	-1	x	-0.5	-0.2	-1	i	8	-5	-6
CC(C)(C)CN1CCN(CC#Cc2ccccc2)CC1CCO (stereo not drawn)	-7	0	0.7	-1.0	-0.1	-1	i	13	0	-5
Cc1[nH]c2c(ccc3ccccc32)c1C1C(CCN)C1(C)C (stereo not drawn)	6	7	0.5	5.2	0.1	-19	i	-1	33*	-1
O=C(Nc1ccccc1)c1c(F)cccc1F	-2	-4	1.4	-1.0	-0.3	1	i	-1	3	-5
Cc1cccc(-n2c(-c3ccccc3)c[nH]c2=S)c1C	4	1	-0.5	-1.3	0.2	1	i	9	7	10
S=c1[nH]nc(-c2cccnc2)n1-c1ccc2c(c1)OCCO2	-2	-3	1.0	-0.9	-0.2	-1	i	-8	2	-6
C1CCc2c(nc3nnnn3c2NC2CCCC2)C1	0	-3	0.6	-3.8	0.6	1	i	-3	-5	3
Cc1nn(-c2cccc(C(=O)O)c2)c(C)c1[N+](=O)[O-]	1	6	0.9	0.2	-0.2	4	i	-4	-1	7
O=C(c1ccco1)N1CCN(C(=O)C2Cc3ccccc3CN2S(=O)(=O)c2ccc(F)cc2)CC1 (stereo not drawn)	-4	0	0.7	-0.6	1.0	-1	i	0	-1	-2
O=C(CN1C(=O)c2cccc3cccc1c23)N1CCc2ccccc2C1	6	-1	-0.5	-0.1	-0.8	0	i	-24	-3	-9
